Source: PubChem (several laboratories)
UHRF1 binding = human UHRF1 methylated DNA binding inhibitors; 0.75% of 370,000 active; inhibition, % at 4.4 µM; Q96T88; UHRF1 binding to methylated oligo, TR-FRET; in the data active means inhibition above about 21%;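 further: UHRF1 SRA domain binding a hemimethylated CpG hairpin DNA probe; 0% = median of test compound wells and 100% = reference inhibitor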
PLC-beta3 inh = blocks human PLC-beta3 enzyme activity. Q01970. Purified PLC-beta3, fluorogenic substrate, fluorescence. inhibition, % at 12.2 µM. 0.18% of 370,000 active; in the data active means inhibition above about 11%;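 further: 0% = median of compound wells on plate and 100% = full blocker control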
ASAP1 inh = ASAP1 ArfGAP inhibition; 0.19% of 360,000 active; ASAP1-stimulated ARF1 GTP hydrolysis, GDP FP detection; inhibition, % at 16.5 µM; Q9ULH1; in the data active means inhibition above about 25%;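 further: 0% = vehicle with enzyme and substrate and 100% = no enzyme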
DDE Tn7 FP inh = DD(E)-Tn7 binding inhibition, primary FP screen; FP displacement of FITC-Tn7 peptide from fibrin DD(E); 0% = median of compound wells per plate; P02675; 0.13% of 370,000 active; inhibition, % at 8.3 µM;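 active means inhibition above the mean of compounds falling within the control limits plus 3 SD of them, cut at about 14% in these data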;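 further: 0% = plate median of compound wells and 100% = 10 µM Aha-Tn7 peptide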
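Test system: human clot-derived fibrin DD(E) complex / Quantity: 2 µM final DD(E) protein / Incubation: 10 min plus 3 h, room temperature / Measured by: fluorescence polarization / Benchmarks: high control of 10 µM Aha-Tn7 peptide / Replicates: singlicate testing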
ARFGAP1 inhibitor = inhibitors of rat ARFGAP1; Q62848; Arfgap1-stimulated ARF1 GTP hydrolysis, GDP FP detection; inhibition, % at 16.5 µM; 0.26% of 360,000 active; AID 651572;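 active means inhibition above a per-plate limit, mean inhibition of low control wells plus 3 SD, cut at about 25% in these data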;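 further: 0% = DMSO wells with enzyme and 100% = wells lacking Arfgap1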
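Assay system: Rat Arfgap1 GAP domain (His6, aa 1-136), purified enzyme | Buffer or medium: HEPES 25 mM pH 7.5, NaCl 150 mM, MgCl2, DTT | Schedule: GTP hydrolysis reaction 2 h at 25 °C | Signal: FP of antibody-bound GDP Alexa 633 tracer, ex 620/em 688 nm | Measure: Percent inhibition of Arfgap1-stimulated GTP hydrolysis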
DDE Tn6 FP inh = disrupts Tn6 cyclic peptide binding to fibrin D-Dimer-E complex. P02675. Fibrin DD(E) TRITC-Tn6 fluorescence polarization displacement. inhibition, % at 8.3 µM. 0.21% of 370,000 active. AID 720509;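 active means inhibition above a per-campaign cutoff: mean of compounds within control limits plus 3 SD, cut at about 15% in these data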;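 further: 0% = median of all compound wells on the plate and 100% = blocking peptide control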
Rev-erbA mod = modulates human Rev-erb alpha binding to DNA; Rev-erbα–FITC-DNA binding, fluorescence polarization, 90 min; 0.79% of 370,000 active; P20393; activity, % at 10 µM; AID 1259318;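 active means activity above about 14%, limit read from the data; passing the limit was not always enough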;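 further: 0% = DMSO wells with 35 nM protein and 100% = DMSO wells with 750 nM protein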
sPLA2-III inh = Blocks human group III sPLA2 activity. QFRET BODIPY PC-A2 liposome hydrolysis, fluorescence. inhibition, % at 12.2 µM. 0.56% of 370,000 active. AID 743126;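 active means inhibition above mean plus 3 SD of compounds lying within the high and low control bounds, cut at about 19% in these data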;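 further: 0% = median of test compound wells and 100% = no enzyme DMSO wells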
proKLK7 act = activates the human kallikrein-7 zymogen; P49862; purified proKLK7, EDANS-DABCYL substrate fluorescence; 100% is mature enzyme control, 0% vehicle; activation, % at 7 µM; 0.9% of 370,000 active; AID 652039;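 active means activation above the mean of all tested compounds plus 3 SD, computed per campaign excluding outliers beyond control limits, cut at about 13% in these data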
PLCg1 inh = PLC-gamma1 (human) inhibition, primary screen; P19174; purified PLC-gamma1, fluorogenic substrate, fluorescence; inhibition, % at 12.2 µM; 0.84% of 370,000 active; in the data active means inhibition above about 9.5%
Numbers without * were called inactive; i = inactive; / = not tested or not shown.

Results follow in this order: UHRF1 binding | PLC-beta3 inh | ASAP1 inh | DDE Tn7 FP inh | ARFGAP1 inhibitor | DDE Tn6 FP inh | Rev-erbA mod | sPLA2-III inh | proKLK7 act | PLCg1 inh
1: Cc1c(C(=O)N2CCCCC2)sc(NC(=O)C2CC2)c1C#N
→ 2 | 2 | -11 | -11 | 5 | 11 | -1 | -3 | -0.6 | 2
2: O=[N+]([O-])c1ccc(S(=O)(=O)NN=C2CCCCC2)cc1
→ 0 | 1 | 0 | 0 | 5 | 3 | 9 | 4 | -0.7 | -1
3: O=C(CCn1cnc2ncccc2c1=O)N1CCN(c2cccc(Cl)c2)CC1
→ 4 | -9 | 9 | 0 | 6 | 0 | 1 | 10 | -0.3 | 2
4: COc1ccccc1-c1cccc2[nH]c3c(c12)CCN1C(=O)[C@H]2[C@H](C)ON(C)[C@H]2C[C@@H]31
→ 2 | i | 0 | -5 | 14 | 4 | 0 | -3 | -41 | -439
5: Cc1ccc(-n2c(-c3ccncc3)n[nH]c2=S)c(C)c1
→ 1 | -1 | 7 | -8 | 4 | -1 | -1 | 6 | 0.2 | -3
6: COc1cc(C=Nn2c(-c3ccccc3F)n[nH]c2=S)ccc1OCc1ccccc1
→ 0 | -2 | / | -1 | / | 5 | 4 | -9 | 0.3 | 4
7: CCC(=O)N/C(N)=N/c1nc2ccccc2o1
→ 0 | -8 | 0 | -3 | -9 | 7 | -3 | 12 | 0.2 | -1
8: Cc1cc(-c2cc(C(=O)Nc3ccccc3)on2)nc(NCC2CC2)n1
→ 3 | -8 | 5 | 1 | 12 | 1 | -2 | 6 | 0.5 | -2
9: COc1ccc(-c2[nH]c(-c3ccc(SC)cc3)nc2SCC(=O)Nc2nccs2)cc1
→ 8 | -21 | -14 | 3 | -14 | -15 | 2 | 7 | -2.4 | -9
10: O=C(C1CN(C(=O)c2cc3ccccc3o2)c2ccccc2O1)N1CCCCC1 (stereo not given)
→ -1 | 3 | 21 | 5 | 4 | 0 | -9 | -4 | -0.5 | 2
11: O=C(O)CCC(=O)N1CCC(C(=O)c2cccc(Cl)c2)CC1
→ 0 | 2 | -1 | 10 | 1 | 0 | -4 | 7 | -0.2 | 1
12: CC(C)c1nc(SCC(=O)N2CCOCC2)c2c(=O)n(C)c(=O)n(C)c2n1
→ 1 | 8 | 8 | -8 | 20 | -6 | -7 | 4 | 0.8 | 2
13: CCOC(=O)N1CCN(C(=O)Cc2ccc(-n3c(=O)[nH]c4ccccc4c3=O)cc2)CC1
→ -1 | 3 | -1 | 7 | -9 | 5 | 2 | -3 | -0.5 | 0
14: Cc1ccc(NC(=O)CCC(=O)c2cccs2)c(O)c1
→ 3 | 3 | 6 | -15 | 3 | 1 | 1 | -8 | -0.3 | 1
15: Cc1ccc(CNC(=O)c2ccc3c(c2)S(=O)(=O)c2ccccc2C3=O)o1
→ -6 | 3 | -3 | 2 | 6 | 2 | -2 | 0 | 0.6 | 0
16: CCC(=O)Nc1cccc(NC(=S)NC(=O)c2ccc(C)cc2)c1
→ -4 | 0 | -9 | 2 | -7 | -4 | -1 | 1 | 0.1 | 2
17: Cc1ccccc1CSCC(=O)NC(=O)NC(C)(C)C
→ 5 | 2 | -8 | -7 | 7 | 4 | -3 | -3 | -0.2 | 3
18: CCOC(=O)C(=Cc1ccc2c(c1)OCO2)c1ccccc1
→ -1 | -1 | -2 | -5 | -4 | 2 | 1 | 4 | -1.0 | 3
19: COc1ccc(NC(=O)CC2C(=O)N(c3ccc(F)cc3)C(=S)N2NC(=O)c2ccccc2)cc1 (stereo not given)
→ 4 | 2 | 0 | 2 | -3 | 3 | 2 | -4 | 0.0 | -3
20: COc1cc(/C=N/NC(=O)C2c3ccccc3Oc3ccccc32)ccc1O
→ -2 | -2 | 6 | 1 | 12 | -9 | -3 | -7 | -5.1 | -4
21: CCc1ccc(N(CC(=O)NCc2ccco2)C(=O)CCC(=O)Nc2nccs2)cc1
→ 1 | 2 | -8 | -9 | -9 | -6 | -3 | -11 | 0.3 | 0
22: COc1ccc(OC)c(-c2nc3cc4ccccc4cc3nc2-c2ccccc2)c1
→ -4 | -4 | -16 | -4 | 2 | -2 | -2 | -6 | -0.7 | -7
23: CC(=O)Nc1ccc(NC(=O)CS(=O)(=O)Cc2ccccc2)cc1
→ 1 | -6 | -5 | 7 | -3 | 2 | -3 | 8 | 0.5 | -1
24: O=[N+]([O-])c1ccccc1/C=N/n1c(-c2ccccc2)n[nH]c1=S
→ 1 | -4 | -5 | -5 | 5 | 0 | 1 | 20* | 0.3 | 4
25: COc1cccc(NC(=O)CSc2nnc3c(n2)[nH]c2ccc(C)cc23)c1
→ -4 | -5 | -4 | -2 | -1 | -2 | 9 | 5 | 0.1 | 5
26: O=C(CSc1nnc(-c2cccnc2)o1)Nc1ccccn1
→ 0 | -1 | 12 | -4 | -8 | -1 | -2 | 7 | 0.7 | 0
27: CCN(CC)CCNC(=O)CS(=O)Cc1nc(-c2ccccc2Cl)oc1C (stereo not given)
→ 2 | -3 | -1 | 1 | -1 | -1 | -2 | 0 | -0.1 | 1
28: CC(C)=CCC[C@H](C)CC1Cc2[nH]c(=S)[nH]c(=O)c2C(c2ccc(Cl)cc2)O1 (stereo not given in full)
→ 3 | -1 | -1 | 5 | -5 | -2 | 11 | 13 | -0.5 | -1
29: O=C(NC1(C(F)(F)F)N=C2SCCN2C1=O)C1CCCCC1 (stereo not given)
→ -4 | 0 | 14 | 4 | 1 | 1 | -1 | -2 | 0.2 | 1
30: CCN1CCC(NC(=O)Nc2ccc(F)cc2F)CC1
→ 0 | 5 | 6 | -1 | 13 | -1 | 1 | 2 | -0.2 | 3
31: O=C(Cc1cn2ccsc2n1)Nc1nc2c(s1)CCCC2
→ 3 | 3 | -1 | -1 | 13 | 1 | -2 | -3 | 0.1 | 2
32: CCC(=O)NC1=C(NC(C)c2ccccc2)C(=O)c2ccccc2C1=O (stereo not given)
→ 12 | 1 | 4 | 6 | -8 | 6 | 4 | 6 | 0.0 | -3
33: Fc1cccc(CSc2nc3ccncc3[nH]2)c1
→ 0 | 0 | -12 | 9 | -5 | 5 | 0 | -14 | -0.1 | -1
34: CCc1nn(-c2ccccc2)c2c1-c1cc(OC)c(OC)cc1C1(N2)C(=O)Nc2ccccc21 (stereo not given)
→ 3 | -240 | 8 | -10 | 8 | 3 | -5 | 8 | -1.4 | -177
35: COc1c(C(=O)NNC(=O)c2ccccc2Cl)csc1Br
→ -1 | -5 | 11 | -1 | 6 | 4 | 9 | 11 | -1.0 | -1
36: Cc1cc2c(cc1S(=O)(=O)NCC(C)c1ccccc1)n(C)c(=O)c(=O)n2C (stereo not given)
→ 2 | -62 | -1 | 4 | 4 | -1 | -6 | 7 | 0.2 | -45
37: Cc1ccc(-c2noc(CCC(=O)Nc3cc(C)ccn3)n2)cc1
→ 10 | 1 | -2 | -5 | -4 | 7 | -10 | 3 | 1.0 | 4
38: CC1CCCCC12NC(=O)N(CC(=O)OCC(=O)c1ccc(OC(F)F)cc1OC(F)F)C2=O (stereo not given)
→ 3 | -8 | 5 | -1 | -3 | -1 | -1 | -6 | 0.9 | 1
39: O=C(COc1ccc(Br)cc1F)Nc1nnc(C2CC2)s1
→ 7 | -2 | 14 | -4 | 8 | -1 | -2 | 3 | -0.6 | 0
40: O=S(=O)(NCC1OCCc2ccccc21)c1ccc(S(=O)(=O)N2CCOCC2)cc1 (stereo not given)
→ -1 | -2 | 10 | 4 | 7 | -5 | 0 | -12 | 0.9 | -1

Gathered by group: those above with two or more sulfur atoms (3)
Results follow in this order: UHRF1 binding | PLC-beta3 inh | ASAP1 inh | DDE Tn7 FP inh | ARFGAP1 inhibitor | DDE Tn6 FP inh | Rev-erbA mod | sPLA2-III inh | proKLK7 act | PLCg1 inh
9: COc1ccc(-c2[nH]c(-c3ccc(SC)cc3)nc2SCC(=O)Nc2nccs2)cc1
→ 8 | -21 | -14 | 3 | -14 | -15 | 2 | 7 | -2.4 | -9
31: O=C(Cc1cn2ccsc2n1)Nc1nc2c(s1)CCCC2
→ 3 | 3 | -1 | -1 | 13 | 1 | -2 | -3 | 0.1 | 2
40: O=S(=O)(NCC1OCCc2ccccc21)c1ccc(S(=O)(=O)N2CCOCC2)cc1 (stereo not given)
→ -1 | -2 | 10 | 4 | 7 | -5 | 0 | -12 | 0.9 | -1

Further entries
Results follow in this order: UHRF1 binding | PLC-beta3 inh | ASAP1 inh | DDE Tn7 FP inh | ARFGAP1 inhibitor | DDE Tn6 FP inh | Rev-erbA mod | sPLA2-III inh | proKLK7 act | PLCg1 inh
41: CN(CC(=O)N1CCCC1)S(=O)(=O)c1ccc2ccccc2c1
→ 0 | 4 | 8 | -8 | -4 | 9 | -3 | 3 | -0.5 | 2
42: Cc1cc(C)n(-c2cc(C(C)(C)C)nc3c(-c4ccc(Cl)cc4)cnn23)n1
→ -1 | -91 | 16 | -9 | 5 | -5 | 0 | -1 | -28 | -62
43: O=C(Nc1nnc(CCOCCOCCc2nnc(NC(=O)c3ccco3)s2)s1)c1ccco1
→ -4 | -4 | -9 | 2 | 1 | 4 | 3 | -2 | -0.2 | -2
44: CCOc1cc(-c2nc3cc(C)ccn3c2NCC2CCCO2)ccc1O (stereo not given)
→ -2 | i | -5 | -8 | 8 | -10 | -2 | -6 | -47 | i
45: Cc1ccccc1OCc1n[nH]c(=S)n1Cc1ccccc1
→ 2 | -5 | 13 | -4 | -5 | -2 | 3 | 17 | -0.9 | 2
46: CN(C(=O)CSc1nnc(C2CC2)n1C)C1CCCc2ccccc21 (stereo not given)
→ 1 | 5 | 18 | -12 | -5 | -7 | 4 | 0 | -0.3 | 0

In the list so far, these contain a furan ring, fused or not.
Results follow in this order: UHRF1 binding | PLC-beta3 inh | ASAP1 inh | DDE Tn7 FP inh | ARFGAP1 inhibitor | DDE Tn6 FP inh | Rev-erbA mod | sPLA2-III inh | proKLK7 act | PLCg1 inh
10: O=C(C1CN(C(=O)c2cc3ccccc3o2)c2ccccc2O1)N1CCCCC1 (stereo not given)
→ -1 | 3 | 21 | 5 | 4 | 0 | -9 | -4 | -0.5 | 2
15: Cc1ccc(CNC(=O)c2ccc3c(c2)S(=O)(=O)c2ccccc2C3=O)o1
→ -6 | 3 | -3 | 2 | 6 | 2 | -2 | 0 | 0.6 | 0
21: CCc1ccc(N(CC(=O)NCc2ccco2)C(=O)CCC(=O)Nc2nccs2)cc1
→ 1 | 2 | -8 | -9 | -9 | -6 | -3 | -11 | 0.3 | 0
43: O=C(Nc1nnc(CCOCCOCCc2nnc(NC(=O)c3ccco3)s2)s1)c1ccco1
→ -4 | -4 | -9 | 2 | 1 | 4 | 3 | -2 | -0.2 | -2
